# ELG1 DNA repair: blocks ELG1-dependent DNA repair in HEK293T cells | 330,000 tested, 2.3% active | HEK293T ELG1-luciferase reporter, luminescence, 16 h; DNA damage induced by 5-fluorouridine | Potency, µM (titrated, usually from 46.1 µM), inactives show at the highest dose activity change, negative = inhibition, actives largely listed as inhibitors; also: potency is read from the fitted curve at half-maximal effect; % is scaled to controls: 0 for no effect and ±100 for the full control effect; nearly all actives have a fitted effect of over 55% in size
#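 Overnight (16 hr) co-exposure of 2,000 cells/well to 5-fluorouridine and compound at 37 °C preceded detection. Luciferase was quantified via ONE-Glo luminescence; loss of signal denotes inhibition.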
# PTAP TSG101 blk: blocks PTAP/TSG101 interaction to inhibit HIV-1 budding; 340,000 tested, under 10 active; Potency, µM (doses to about 115 µM), without a hit: top-dose activity change, negative = inhibition, most hits filed as inhibitors; AID 493005; Q99816; Fluorescence polarization, FITC-PTAP peptide / Tsg101 binding; active = well fitted inhibition curve with a large enough effect in the main read-out, with a control signal flat, not every such curve was filed as active; inconclusive = small, poorly fitted or top-dose-only effect, or effect the other way, or a change in a side signal; inactive = no such curve, though single readings can be large or run the other way; also: potency is read from the fitted curve at half-maximal effect; % of control where 0% means no effect
# Target sequence (Q99816 whole entry, looked up): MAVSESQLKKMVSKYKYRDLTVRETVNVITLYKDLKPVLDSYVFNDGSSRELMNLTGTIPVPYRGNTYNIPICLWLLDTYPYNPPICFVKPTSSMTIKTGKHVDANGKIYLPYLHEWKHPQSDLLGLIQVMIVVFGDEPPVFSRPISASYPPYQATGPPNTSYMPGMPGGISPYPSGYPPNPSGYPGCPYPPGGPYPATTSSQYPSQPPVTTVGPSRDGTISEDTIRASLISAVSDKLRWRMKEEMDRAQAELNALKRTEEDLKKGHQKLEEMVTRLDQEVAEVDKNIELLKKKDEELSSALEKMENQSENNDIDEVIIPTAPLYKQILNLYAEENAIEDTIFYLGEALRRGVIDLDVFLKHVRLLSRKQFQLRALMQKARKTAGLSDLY
#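 Steps: Tsg101 binding domain dispensed (10 uM final), compounds pinned in DMSO, FITC-labeled PTAP-motif peptide added (50 nM final); after 20 min binding at room temperature, polarization measured.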
# B2AR arrestin: beta2AR (human) beta-arrestin recruitment activity. P07550. beta-arrestin recruitment to beta2AR, cell-based reporter. Potency, µM (series often up to 46.1 µM), without a hit: top-dose activation, usual class: activators. 330,000 tested, 0.02% active. AID 492947;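 also: potency is read from the fitted curve at half-maximal effect; 0% = DMSO controls and full agonism = EC100 isoproterenol or metaproterenol; nearly all actives have a fitted effect of over 65% in size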
# TSHR antag: human thyrotropin receptor antagonism; TSHR-expressing cells, TSH-stimulated cAMP HTRF, 2 h; active compounds read low; P16473; 330,000 tested, 0.2% active; activity change, negative = inhibition, % at 11.5 µM; AID 504810;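 active = activity change below a set negative limit, meaning inhibition stronger than a set level, cut at about -70% in these data; inconclusive = activity change between two set negative limits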; also: % is scaled to controls: 0 for no effect and ±100 for the full control effect
#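 TSHR-expressing cells, 200/well, pre-treated with compound, then stimulated with EC80 TSH (4nM final) for 2 hours at 37 deg C. cAMP measured by competitive HTRF: anti-cAMP cryptate antibody in lysis buffer plus cAMP-d2, read after 30 minutes at room temperature.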
# uPA generation: cell surface uPA generation inhibition; cell surface uPA generation assay, qHTS; Potency, µM (top dose mostly 38.3 µM), without a hit: top-dose activity change, negative = inhibition, most hits filed as inhibitors; 330,000 tested, 0.31% active; active = well fitted inhibition curve with a large enough effect; inconclusive = small, poorly fitted or top-dose-only effect; inactive = no such curve, though single readings can be large or run the other way; tested in mouse RAW 264.7 cells; also: potency is read from the fitted curve at half-maximal effect; % is scaled to controls: 0 for no effect and ±100 for the full control effect; nearly all actives have a fitted effect of over 55% in size
# TCR act: T cell receptor activation; 330,000 tested, under 10 active; Potency, µM (top dose mostly 9.22 µM), for the others: top-dose activation of IL-2 secretion, most hits filed as activators; primary human leukocytes, anti-CD3, IL-2 HTRF, 48 h; also: % of control where 0% means no effect
#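 Using a-CD3 beads without co-stimulation, primary human leukocytes were exposed to compounds for 48 hr. An HTRF IL-2 kit measured the cytokine, with europium-to-d2 energy transfer producing emission at 665nm upon 320nm excitation.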
# Mito fusion yeast: blocks mitochondrial division or promotes mitochondrial fusion; Potency, µM (top dose mostly 46.1 µM), for inactives: at the highest dose growth rescue (activation), usual class: activators; 320,000 tested, 0.23% active; S. cerevisiae fusion-defective mutant growth rescue, CellTiterGlo 48 h;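 also: potency is read from the fitted curve at half-maximal effect; % of control where 0% means no effect; nearly all actives have a fitted effect of over 45% in size; temperature-sensitive fusion mutants such as fzo1-1 at 37 °C on non-fermentable ethanol glycerol medium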
#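 Compounds are tested for their ability to restore growth of mitochondrial fusion-defective yeast strains at non-permissive 37C in YPEG medium over 48 hours. Viability is quantified by luciferase luminescence.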
# BCR signal inh: blocks chronic active B-cell receptor signaling; ABC-DLBCL IkBa-CBG/CBR reporter, luminescence ratio, 4 h; 340,000 tested, 0.05% active; Potency, µM (highest dose often 46.1 µM), inactives show top-dose ratio change, negative = lower green/red ratio, usual class: inhibitors; active = well fitted inhibition curve with a large enough effect in the signal ratio, with a control signal flat, not every such curve was filed as active; inconclusive = small, poorly fitted or top-dose-only effect, or effect the other way, or a change in a side signal; the % refers to the signal ratio;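 also: potency is read from the fitted curve at half-maximal effect; plate controls were basal doxycycline-induced cells for no effect and cells given 10 µM MG132 for full effect; MG132 reads +100%, hits lower the ratio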
#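 Compounds up to 46 uM were incubated four hours with TMD8 cells whose green CBG68 luciferase is fused to IkappaBalpha; red CBR luminescence normalised the signal, and concentration-effect curves were fitted to fusion, red and ratio data.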
# USP2a block: blocks human ubiquitin-specific protease USP2a. 330,000 tested, 0.01% active. Potency, µM (highest dose often 38.3 µM), without a hit: top-dose activity change, negative = inhibition, most hits filed as inhibitors. USP2 core, Ub-CHOP2 coupled fluorogenic reporter, 485/531. O75604;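 also: potency is read from the fitted curve at half-maximal effect; plate controls were DMSO wells for no effect and full inhibition by NEM control for full effect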
#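 USP2 core (10nM final) preincubated 30min RT with compound in 20mM Tris-HCl pH 8.0, 2mM CaCl2, 2mM beta-mercaptoethanol, 0.05% CHAPS; 25nM Ub-CHOP2 plus 25nM reporter substrate added, fluorescence (Ex485/Em531) read after 60min.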
# Eya2 phos inh: blocks the phosphatase activity of human Eya2; recombinant Eya2, OMFP fluorescence dephosphorylation (OMFP is methylfluorescein phosphate); Potency, µM (doses to about 76.9 µM), for inactives: top-dose activity, negative = inhibition, actives largely listed as inhibitors; 330,000 tested, 0.006% active; also: potency is read from the fitted curve at half-maximal effect; % is scaled to controls: 0 for no effect and ±100 for the full control effect
# Target sequence (O00167 whole entry, looked up): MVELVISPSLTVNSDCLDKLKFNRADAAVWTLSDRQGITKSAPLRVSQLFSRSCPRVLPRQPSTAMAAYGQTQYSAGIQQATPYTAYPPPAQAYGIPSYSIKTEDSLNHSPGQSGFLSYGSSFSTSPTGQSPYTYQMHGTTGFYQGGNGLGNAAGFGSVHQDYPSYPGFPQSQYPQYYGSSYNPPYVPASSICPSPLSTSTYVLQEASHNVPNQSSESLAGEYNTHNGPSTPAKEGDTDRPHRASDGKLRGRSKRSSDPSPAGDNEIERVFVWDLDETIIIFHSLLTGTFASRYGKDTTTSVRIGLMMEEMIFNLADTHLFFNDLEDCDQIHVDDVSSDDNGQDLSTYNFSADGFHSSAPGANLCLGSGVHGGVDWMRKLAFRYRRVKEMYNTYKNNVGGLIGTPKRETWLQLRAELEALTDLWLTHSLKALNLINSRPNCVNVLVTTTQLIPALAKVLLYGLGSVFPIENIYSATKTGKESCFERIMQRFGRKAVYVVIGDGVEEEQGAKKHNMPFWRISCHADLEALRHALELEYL
#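 Eya2 protein (added as 0.2 uM solution) was preincubated with compound for 10 min at ambient temperature in 50 mM HEPES pH 7.5, 50 mM NaCl, 5 uM MgCl2, 0.05% BSA, 1 mM DTT. OMFP (added at 50 uM) then reacted 10 min; fluorescence read at 485/525 nm.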
# Tb PFK block: T. brucei PFK enzyme inhibition; Potency, µM (titrated, usually from 57.5 µM), without a hit: at the highest dose activity, negative = inhibition, usual class: inhibitors; 330,000 tested, 0.17% active; T. brucei PFK, ADP-Glo luminescence; AID 485367; O15648;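 also: potency is read from the fitted curve at half-maximal effect; 0% = uninhibited 1x PFK enzyme wells and -100% = no-enzyme wells; nearly all actives have a fitted effect of over 60% in size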
#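 In TEA buffer at pH 8.0 with 5 mM MgCl2, enzyme (1.25 nM) converted F6P (0.5 mM) and ATP (0.1 mM) for 45 min at room temperature. ADP product was read by luciferase luminescence.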
# * hit, by the source's call; ? = inconclusive; . = no result given; [ ] = another dose, or the depositor's remark. Unless noted, calls follow the shape of the dose curve; as a rule, active = well fitted curve in the direction sought with a large enough effect; inconclusive = small, poorly fitted or top-dose-only effect, or another doubt; inactive = no such curve, though single readings can be large; an effect the other way counts as inactive or inconclusive.
Molecule,TCR act,Eya2 phos inh,Mito fusion yeast,Tb PFK block,B2AR arrestin,USP2a block,uPA generation,PTAP TSG101 blk,TSHR antag,BCR signal inh,ELG1 DNA repair
Cc1ccc(-c2nnn(CC(=O)N(CC(=O)NC3CCCCC3)c3ccc(F)c(Cl)c3)n2)o1,6%[46.1 µM],3%,-3%,1%,-0.2%,1%,-5%,-3%,-9,-8%,?
CN(C)N(C)C(=O)C(O)(c1ccccc1)c1ccccc1,-1%,7%,3%,17%,-0.3%,0%,2%,-1%,-2,-8%,22%
Cc1ccccc1OS(=O)(=O)c1cn(C)c(=O)n(C)c1=O,6%,-27%,0%,2%,0.5%,-1%,-4%,-1%,-5,5%,14%
Cc1n[nH]c(C)c1S(=O)(=O)N1CCCC(C(=O)O)C1 (configuration not stated),7%,8%,.,7%,-1.0%,8%,-2%,-6%,.,0%,10%
O=C(CN1CCN(c2ccccc2)CC1)Nc1cccc(C(F)(F)F)c1,.,-25%,-5%,-6%,-0.4%,2%,-1%,-4%,-11,0%,-10%
Cc1cc(C)cc(C(N)=Nc2cccc(C#N)c2)c1,-5%,0%,8%,0%,-0.7%,-1%,-3%,0%,-3,-1%,27%
Cc1cc2c(s1)c1c(n2C)C(=O)N(Cc2ccccc2F)C1,.,-27%,15%,0%,-0.9%,-2%,.,.,0,?,.
O=C(c1ccccc1-c1nc(-c2ccccc2)no1)N1CCCC1,-7%[46.1 µM],-3%,9%,-2%,0.2%,-4%,-4%,-3%,14,?,?
CCOC(=O)CSc1n[nH]c(=O)n1CCc1ccccc1,-2%,4%,11%,-2%,3.5%,0%,-5%,-5%,0,5%,-3%
O=C(CCCn1cc([N+](=O)[O-])cn1)NC1CCCCCC1,26%,-5%,1%,-4%,0.0%,-1%,2%,0%,-3,1%,-5%
CCOc1ccc(NC(=O)COC(=O)c2c(OC)cccc2OC)cc1,-4%[46.1 µM],1%,18%,0%,-1.3%,1%,2%,0%,-1,4%,-6%
CCCOc1ccc(-c2c(C(=O)N/N=C/c3cccs3)nnn2-c2nonc2N)cc1,3%,-8%,-6%,4%,0.4%,-2%,2%,1%,-7,?,-16%
CCCCN(CC)CCNC(=O)c1cc2cc3ccc(Cl)cc3nc2o1,-3%,4%,8%,6%,0.0%,6%,3%,-5%,-1,1%,3%
COCCn1c(SCC(=O)c2ccc3c(c2)OCCO3)nnc1-c1ccoc1C,4%,10%,-1%,-6%,-1.3%,4%,-2%,-5%,-3,6%,4%
COc1ccc(OC)c(-n2c(-c3ccc(S(C)(=O)=O)cc3)cc(C=O)c2C)c1,-10%,10%,5%,3%,1.0%,-1%,-3%,0%,6,-5%,?
C(=N\Nc1ccccn1)/c1ccc2c(c1)OCCO2,6%,5%,2%,1%,0.3%,2%,-10%,2%,-5,?,?
O=C(c1ccccn1)N1CCN(S(=O)(=O)c2ccc(F)cc2)CC1,-2%,-13%,-6%,4%,-0.5%,1%,-2%,-1%,1,7%,-16%
COC(=O)NCC(C)OC(=O)Nc1cccc(Cl)c1 (configuration not stated),8%,23%,2%,-3%,0.0%,-3%,-2%,-3%,15,?,?
COc1ccccc1-c1c(C(F)(F)F)oc2cc(OCC(=O)Nc3cc(C)ccc3C)ccc2c1=O,0%[46.1 µM],0%,-6%,5%,-1.3%,0%,.,.,0,-2%,-1%
COCCn1c(=O)[nH]c2cc(C(=O)N3CCN(c4cc(C)ccc4C)CC3)ccc2c1=O,11%,17%,27%,5%,-0.1%,-1%,0%,-3%,-5,?,?
COc1cccc(C(O)c2nc3ccccc3n2C)c1 (configuration not stated),10%,12%,-4%,-1%,0.0%,1%,-2%,-4%,2,0%,-12%
CN1C(=O)CC(N2CCN(Cc3ccc(Cl)cc3)CC2)C1=O (configuration not stated),2%,-7%,?,1%,-0.2%,1%,1%,-2%,-11,21%,6%
O=C(Nc1ccc([N+](=O)[O-])cc1)c1cc(-c2ccccn2)nc2c(Cl)cccc12,.,6%,-2%,-1%,-0.4%,2%,4%,0%,-3,-7%,?
O=C(O)C1C2CCC(O2)C1C(=O)Nc1cccc(Cl)c1 (configuration not stated),-3%,4%,4%,-6%,0.0%,-1%,-12%,-2%,-9,4%,?
CCOc1cc(C)c(Cl)cc1S(=O)(=O)N(CC)CC,-3%,-11%,-6%,-1%,-0.3%,3%,6%,-1%,17,-6%,-1%
CCN(CC)CCN1C(=O)C(=O)/C(=C(/O)c2ccc(S(=O)(=O)N3CCOCC3)cc2)C1c1ccc(C(C)(C)C)cc1 (configuration not stated),-13%,0%,0%,4%,-0.6%,-1%,0%,4%,-19,1%,8%
CN(C)CCCN(C(=O)c1ccc(C(=O)c2ccccc2)cc1)c1nc2c(F)cccc2s1,-12%,0%,-11%,-2%,-0.2%,0%,-6%,-7%,8,9%,2%
Cc1ccc(S(=O)(=O)NC2=NCN(CCc3ccccc3)CN2)cc1,-1%,3%,4%,19%,-0.5%,1%,8%,-8%,10,13%,-5%
Cc1cccc(-c2c3c(=O)n(C)c(=O)n(C)c3cn2C(C)(C)C)c1,.,17%,0%,2%,-0.2%,-2%,-9%,.,5,1%,1%
C[C@@H]1C(=O)O[C@H](C)[C@H]1C[C@@H](O)[C@](C)(O)C1CC[C@@]2(O)C3=CC(=O)[C@@H]4C[C@@H](O)[C@@H](O)C[C@]4(C)C3CC[C@]12C (some centres not stated),-31%,-18%,.,-5%,0.0%,1%,8%,0%,10,-1%,?
Cn1c(N)c(C(=O)COC(=O)c2cc(C3CC3)nc3ccccc23)c(=O)n(C)c1=O,2%,-1%,-2%,5%,-1.9%,1%,5%,-6%,-8,0%,?
COc1ccc(CCNC(=O)Cn2c(=O)cnc3ccccc32)cc1,-3%,-6%[15.4 µM],19%,6%,0.4%,6%,-15%,-4%,2,?,15%
CCOC(=O)C1CCN(C(=O)C2CCCN(S(=O)(=O)c3ccc(OC)c(Cl)c3)C2)CC1 (configuration not stated),-1%,-5%,14%,3%,0.1%,3%,-89%,-2%,2,0%,?
CC(C)N(Cc1ccccc1)C(=S)Nc1ccc(OC(F)F)cc1,6%[46.1 µM],5%,2%,0%,-0.7%,-2%,-1%,-7%,0,3%,-8%
Cn1c(=O)c2c(nc(SCC(=O)N3CCOCC3)n2C)n(C)c1=O,6%,6%,-3%,-3%,0.3%,1%,-2%,0%,6,0%,12%
Cc1nc(Cl)c(C(=O)NCc2ccccc2)c(C)c1Cl,-5%,2%,0%,-1%,-0.3%,0%,2%,-1%,2,-4%,7%
CCOC(=O)c1cnc(-n2nc(C)cc2C)nc1Oc1ccccc1F,-1%,-4%,?,4%,-0.6%,0%,-7%,0%,-4,?,0%
COCCN1C(=O)CS/C1=C(/C#N)C(=O)NCc1ccco1,10%,6%,-5%,-7%,0.0%,2%,3%,1%,5,0%,5%
C=CCn1c(CCCOc2ccc(Cl)cc2Cl)n[nH]c1=S,11%[46.1 µM],3%,?,-4%,-1.1%,-2%,8%,-1%,-11,?,17%
O=C(NCCCN1CCOCC1)c1cc(-c2ccc(Br)cc2)nc2ccccc12,-1%,-9%,-14%,24%,-0.2%,4%,?,-1%,-3,9%,-7%
CCCC(=O)C1=C(O)C(C(=O)OC)C(C)(C)CC1=Nc1ccc(C)cc1 (configuration not stated),-13%,-9%,2%,1%,0.0%,1%,0%,-4%,-10,?,-16%
Cc1ccc(NC(=O)C(C)N2C(=O)c3ccccc3S2(=O)=O)cc1Cl (configuration not stated),-3%,20%,4%,0%,0.0%,1%,0%,-11%,-1,-9%,2%
Cc1c(NC(=O)c2cnn3c(C(F)(F)F)cc(-c4ccco4)nc23)c(=O)n(-c2ccccc2)n1C,-3%,1%[15.4 µM],5%,6%,-1.1%,0%,6%,-7%,3,?,?
O=P1(O)C=C(c2ccccc2)OC(c2ccccc2)=C1,0%,2%,1%,0%,-0.3%,-1%,-1%,-4%,27,2%,?

# Assay outcomes deposited in PubChem BioAssay by National Center for Advancing Translational Sciences (NCATS).
